TRHR enhancer = qHTS for Small Molecule Agonists and Allosteric Enhancers of Human TRH Receptor: Primary Screen for Enhancers; Thyrotropin-releasing hormone receptor (Homo sapiens), P34981; TRHR cells, fluo-8 calcium fluorescence, EC20 TRH enhancement; enhancement, % at 2 µM; 360,000 compounds, 0.66% hits; AID 493056, 2011; in the data active = enhancement above about 30%; also: 0% is about no effect
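TRHR-expressing cells loaded with fluo-8 calcium dye were read kinetically (ex 480/em 530) during compound addition, then stimulated with an EC20 of TRH (10 nM final). Enhancement of the Gq-mediated intracellular calcium response was scored.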
TrxR1 substrate = qHTS Assay for Substrates of Mammalian Selenoprotein Thioredoxin Reductase 1 (TrxR1): qHTS; purified TrxR1 substrate turnover, NADPH consumption readout; Thioredoxin reductase 1, cytoplasmic (Rattus norvegicus), O89049; Potency, µM (doses to about 114 µM), inactives show at the highest dose activity change, negative = substrate turnover; 390,000 compounds, 0.01% hits; AID 588456, 2011; also: potency is read from the fitted curve at half-maximal effect; % is scaled to controls: 0 for no effect and ±100 for the full control effect; nearly all actives have a fitted effect of over 50% in size
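Rat TrxR1, dispensed at 90 nM, was prereduced with 400 uM NADPH (final) for 5 min at ~22 deg C, then incubated with compound 15 min before 400 uM selenite. A first-read NADPH fluorescence drop versus no-compound background flagged substrates.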
TrxR1 inh = qHTS Assay for Inhibitors of Mammalian Selenoprotein Thioredoxin Reductase 1 (TrxR1): qHTS; Thioredoxin reductase 1, cytoplasmic (Rattus norvegicus), O89049; recombinant rTrxR1, NADPH fluorescence consumption, selenite substrate; Potency, µM (titrated, usually from 114 µM), for the others: at the highest dose activity change, negative = inhibition, hits mostly inhibitors; 390,000 compounds, 1% hits; AID 588453, 2011; also: potency is read from the fitted curve at half-maximal effect; % is scaled to controls: 0 for no effect and ±100 for the full control effect; nearly all actives have a fitted effect of over 65% in size
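Rat TrxR1 (90 nM in the dispensed reagent) was pre-reduced with 400 uM NADPH for 5 min at room temperature, then incubated with compound for 15 min. After 400 uM selenite was added, NADPH fluorescence (Ex 340/Em 450 nm) was followed for 8 min.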
D2 agonist = HTS Assay for Allosteric Agonists of the Human D2 Dopamine Receptor: Primary Screen for Agonists; HEK293 T-REx D2 cells, calcium flux agonist mode; activation, % at 2 µM; 340,000 compounds, 0.53% hits;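 active = activation over 3 SD above normal in the single-dose calcium agonist read, cut at about 30% in these data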; also: 0% is about no effect
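In this primary screen, compounds producing a positive calcium signal within 180 s of addition to tetracycline-induced, force-coupled HEK293 Trex D2 cells are flagged; cells are dye-loaded with a no-wash calcium kit beforehand.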
TRHR ag = qHTS for Small Molecule Agonists and Allosteric Enhancers of Human TRH Receptor: Primary Screen for Agonists; 360,000 compounds, 0.18% hits; TRHR cells, calcium flux fluo-8, FDSS agonist mode; Thyrotropin-releasing hormone receptor (Homo sapiens), P34981; activation, % at 2 µM; AID 493084, 2011; in the data active = activation above about 30%; also: 0% is about no effect
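Read-out: compound-evoked intracellular calcium rise in TRHR cells, fluo-8 dye, kinetic FDSS fluorescence at 1 s/cycle following a 10-cycle baseline. Cells cultured overnight before dye loading (30 min–1.5 h, RT).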
Pin1 inh = qHTS Assay to Find Inhibitors of Pin1. Peptidyl-prolyl cis-trans isomerase NIMA-interacting 1 (Homo sapiens), Q13526. Pin1 FP peptide displacement, HiFluor488, 10 min. Potency, µM (series often up to 115 µM), for inactives: top-dose activity, negative = inhibition, actives largely listed as inhibitors. 390,000 compounds, 0.009% hits. AID 504891, 2011; active = well fitted inhibition curve with a large enough effect in the polarisation, with a control signal flat, not every such curve was filed as active; inconclusive = small, poorly fitted or top-dose-only effect, or effect the other way, or a change in a side signal; inactive = no such curve, though single readings can be large or run the other way; the % refers to the polarisation; also: potency is read from the fitted curve at half-maximal effect; % is scaled to controls: 0 for no effect and ±100 for the full control effect
Target sequence (Q13526 whole entry, looked up): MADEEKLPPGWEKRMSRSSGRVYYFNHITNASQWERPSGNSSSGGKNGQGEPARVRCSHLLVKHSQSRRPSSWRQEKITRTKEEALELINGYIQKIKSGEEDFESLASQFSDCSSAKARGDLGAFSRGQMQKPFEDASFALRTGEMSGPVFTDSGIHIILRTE
USP1-UAF1 inh = Inhibitors of USP1/UAF1: Primary Screen; AID 743255, 2014; Ubiquitin carboxyl-terminal hydrolase 1 (Homo sapiens), O94782; recombinant USP1/UAF1, Ub-Rhodamine cleavage fluorescence; Potency, µM (series often up to 57.1 µM), inactives show at the top dose activity change, negative = inhibition, actives largely listed as inhibitors; 390,000 compounds, 0.23% hits; also: potency is read from the fitted curve at half-maximal effect; % is scaled to controls: 0 for no effect and ±100 for the full control effect; nearly all actives have a fitted effect of over 60% in size; inactives centre near -12
Target sequence (O94782 whole entry, looked up): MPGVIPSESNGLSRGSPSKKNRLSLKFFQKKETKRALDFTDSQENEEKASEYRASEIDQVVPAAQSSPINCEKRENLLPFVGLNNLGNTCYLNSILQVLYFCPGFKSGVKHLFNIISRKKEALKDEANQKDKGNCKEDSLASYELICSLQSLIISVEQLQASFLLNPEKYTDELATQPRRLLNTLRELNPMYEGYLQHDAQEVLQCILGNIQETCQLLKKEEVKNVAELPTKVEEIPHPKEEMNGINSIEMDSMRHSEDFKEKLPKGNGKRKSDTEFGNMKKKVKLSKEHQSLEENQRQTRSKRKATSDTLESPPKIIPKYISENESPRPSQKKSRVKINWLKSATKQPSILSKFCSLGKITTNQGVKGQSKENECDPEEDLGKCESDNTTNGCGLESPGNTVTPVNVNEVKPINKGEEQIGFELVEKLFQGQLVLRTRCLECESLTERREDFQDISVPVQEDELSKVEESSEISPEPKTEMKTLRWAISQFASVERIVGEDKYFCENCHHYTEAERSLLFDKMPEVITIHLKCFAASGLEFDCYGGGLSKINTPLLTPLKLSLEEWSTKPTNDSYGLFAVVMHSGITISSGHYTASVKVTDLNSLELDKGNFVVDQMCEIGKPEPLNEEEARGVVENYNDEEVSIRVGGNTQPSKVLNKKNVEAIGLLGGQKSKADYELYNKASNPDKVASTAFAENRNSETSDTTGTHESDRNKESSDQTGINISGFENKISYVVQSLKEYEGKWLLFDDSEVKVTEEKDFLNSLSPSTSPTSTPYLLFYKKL
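USP1/UAF1 complex at 1 nM was preincubated with compound for 15 min at room temperature, then Ub-Rho substrate (150nM final) was added. Fluorescence (480/540 nm) was read kinetically, 6 reads every 60 seconds.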
D2 antag = HTS Assay for Allosteric Antagonists of the Human D2 Dopamine Receptor: Primary Screen for Antagonists; D(2) dopamine receptor (Homo sapiens), P14416; HEK293 TREx D2 cells, calcium flux, dopamine EC80; inhibition, % at 10 µM; 340,000 compounds, 2% hits; AID 485344, 2010; in the data active = inhibition above about 30%; also: 0% is about no effect
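Antagonism is scored as inhibition of an EC80 dopamine-evoked calcium signal in a force-coupled, tetracycline-inducible HEK293 T-REx D2 line, with compound present 180 s before agonist.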
mIDH1 inhibitor = qHTS for Inhibitors of mutant isocitrate dehydrogenase 1 (IDH1): qHTS. Potency, µM (series often up to 76.6 µM), inactives show at the highest dose activity change, negative = inhibition, hits mostly inhibitors. AID 602179, 2012. 390,000 compounds, 0.093% hits. IDH1-R132H enzyme, NADPH consumption, diaphorase/resazurin fluorescence. Isocitrate dehydrogenase [NADP] cytoplasmic (Homo sapiens), O75874; also: potency is read from the fitted curve at half-maximal effect; % is scaled to controls: 0 for no effect and ±100 for the full control effect; nearly all actives have a fitted effect of over 65% in size
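IDH1-R132H (0.5 ug/mL dispensed) in pH 7.5 Tris buffer was preincubated 30 min with compound, then given a substrate mix of 0.016 mM NADPH and 2 mM alpha-KG for 80 min at room temperature; remaining NADPH was read by diaphorase/resazurin fluorescence.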
* hit, by the source's call; ? = inconclusive; · = not tested or not shown; & = joins results of further samples; [ ] = dose if it differs, or a comment. Unless noted, calls follow the shape of the dose curve; as a rule, active = well fitted inhibition curve with a large enough effect; inconclusive = small, poorly fitted or top-dose-only effect; inactive = no such curve, though single readings can be large or run the other way. Not all compounds are listed; rates above refer to the full screens.

#1 CC(C)(C)c1cc(S(=O)(=O)CCc2ccncc2)cc(C(C)(C)C)c1F
#2 CC(C)(C)[C@H]1CCC(=O)N([C@H](CSc2ccc(Br)cc2)Cc2ccccc2)CC1
#3 CCC(c1nnnn1Cc1ccccc1)N1CCN(C(=O)c2ccco2)CC1 (stereo unspecified)
#4 COc1cc(C2Sc3ccccc3NC3=C2C(=O)OC3)cc(OC)c1OC (stereo unspecified)
#5 C(=C\c1nc(N2CCCC2)c2ccccc2n1)/c1ccccc1
#6 C=CCC(NC(=O)c1ccc(C#N)cc1)C(=O)NCCC (stereo unspecified)
#7 Cc1nc(N/N=C/c2cccc(F)c2)cc(N2CCOCC2)n1
#8 CC(=O)Nc1ccc(S(=O)(=O)NC(C)C(=O)NC(C)c2ccccc2)cc1 (stereo unspecified)
#9 Cc1ccc(-c2cnc(C3CC3)o2)cc1S(=O)(=O)Nc1cccc(C)c1C
#10 COCCSc1ccccc1C(=O)Nc1cc(C)ccn1
Assay by compound,1,2,3,4,5,6,7,8,9,10
TRHR enhancer,-14,4,-5,1,-3,-4,-7,-3,1,0
TrxR1 substrate,6%[57.1 µM],-6%&-6%,0%[57.1 µM],-4%,-23%[57.1 µM],-13%,-18%,3%[57.1 µM],0%[57.1 µM],-6%
TrxR1 inh,12%[57.1 µM],8%&2%,-42%,-1%,0%[57.1 µM],-22%,11%[57.1 µM],47%[activator][57.1 µM],6%[57.1 µM],3%
D2 agonist,-0.7,0.7,0.1,0.5,-1.1,-0.5,·,-0.4,1.0,1.3
TRHR ag,1.0,0.1,0.8,0.1,-1.2,-0.5,0.2,0.1,-0.6,0.2
Pin1 inh,-1%,-1%,0%,-1%,4%,-2%,1%,1%,7%,13%
USP1-UAF1 inh,-24%,-21%,-6%,-4%,-13%,7%,-9%,?,-13%,-8%
D2 antag,4,4,-7,2,-16,-8,·,-30,·,8
mIDH1 inhibitor,6%,-5%,11%,6%,-27%,4%,-17%,7%,7%,3%

#11 Cc1ccc(S(=O)(=O)N2CCC(C(=O)Nc3ccc4c(c3)OCO4)CC2)cc1
#12 COc1cc(NC(=O)N[C@@H](Cc2c[nH]c3ccccc23)C(=O)O)c(C(=O)O)cc1OC
#13 CN(CCCNC(=O)c1nn(C)c2c1CS(=O)(=O)c1ccccc1-2)Cc1ccccc1
#14 CCOC(=O)/C(=C/c1ccc(OC(=O)c2ccncc2)cc1)C(C)=O
#15 Cn1ncc(Br)c1C(=O)N1CCOCC1
#16 O=C(O)C1CCCCC1C(=O)OCCCCOC(=O)C1CCCCC1C(=O)O (stereo unspecified)
#17 CCc1c(C)c2ccc(O)c(CN3CCN(c4ccc(OC)cc4)CC3)c2oc1=O
#18 O=C(NCC(c1cccs1)S(=O)(=O)c1cccs1)c1ccc(F)c(F)c1 (stereo unspecified)
#19 COc1ccccc1N(CC(=O)Nc1ccccc1C(=O)N1CCCC1)S(C)(=O)=O
#20 COc1cc2c(cc1OC)CN(C(=O)c1cc(=O)c3ccccc3o1)CC2
Assay by compound,11,12,13,14,15,16,17,18,19,20
TRHR enhancer,3,8,9,2,2,2,6,-1,-1,8
TrxR1 substrate,-6%,18%[57.1 µM],3%,14%[57.1 µM],-17%,-3%,178%[activator],0%[57.1 µM],3%,-6%
TrxR1 inh,-2%,29%[57.1 µM],20%,6.3µM*,-6%,1%,36%,3%[57.1 µM],7%,-5%
D2 agonist,0.9,0.1,0.8,2.0,0.5,-0.5,-0.5,0.4,0.5,0.5
TRHR ag,-0.4,0.4,0.3,1.7,0.2,0.3,-0.3,-0.6,0.3,-0.7
Pin1 inh,-12%,-19%,-1%,0%,1%,1%,-3%,0%,-7%,2%
USP1-UAF1 inh,-16%,-9%,-18%,-4%,-13%,-20%,-13%,-26%,-6%,-18%
D2 antag,-1,4,6,6,-9,10,·,·,-1,-19
mIDH1 inhibitor,4%,2%,5%,5%,2%,8%,-13%,-5%,-3%,-1%

#21 CCC1CCCCN1C(=S)NC(=O)c1cc(S(=O)(=O)N2CCOCC2)ccc1C (stereo unspecified)
#22 CC1CCN(Cc2c(O)ccc3c(=O)c(Oc4ccccc4Cl)c(C(F)(F)F)oc23)CC1
#23 O=C1CC(c2cccc(Cl)c2)CC(O)=C1C=Nc1cccc(Cl)c1 (stereo unspecified)
#24 CCCc1ccc2oc(C(=O)NCCc3cnn(C)c3)c(C)c2c1
#25 CN(Cc1ccccc1)C(=O)c1[nH]cnc1C(=O)N[C@@H](Cc1ccccc1)C(=O)OCc1ccccc1
#26 O=C(c1cccc(Cl)c1Cl)N1CCN(c2ccccn2)CC1
#27 Cc1nn(Cc2ccc(Cl)cc2)c(C)c1NC(=O)c1noc2c1CCCCC2
#28 CCS(=O)(=O)c1nc(S(=O)(=O)c2ccc(C)cc2)c(N2CC(C)OC(C)C2)s1 (stereo unspecified)
#29 O=C(NCc1ccccn1)c1ccc(Cn2cc(Br)cn2)o1
#30 CCOC(=O)c1cccc(NC(=O)CCn2cccc2)c1
Assay by compound,21,22,23,24,25,26,27,28,29,30
TRHR enhancer,-2,3,1,-4,5,19,-2,-4,-2,1
TrxR1 substrate,3%,-6%,-9%,2%,-4%,9%,6%[57.1 µM],4%,2%,11%
TrxR1 inh,0%,1%,-10%,11%,6%,7%,0%,16%,?,?
D2 agonist,0.8,0.1,0.1,-1.5,0.1,3.8,1.0,-1.1,0.7,-1.3
TRHR ag,-0.1,-0.4,0.5,-0.3,0.2,-0.3,-0.8,-0.7,-0.2,-0.4
Pin1 inh,-1%,-5%,1%,-1%,3%,1%,0%,-7%,0%,-1%
USP1-UAF1 inh,-19%,-7%,-4%,-9%,-14%,-15%,-8%,-19%,-7%,7%
D2 antag,-11,·,-8,0,-23,14,-15,-28,18,-7
mIDH1 inhibitor,0%,9%,2%,0%,5%,-4%,11%,-3%,5%,1%

Profiles, looked up by structure.
`CCOC(=O)c1cccc(NC(=O)CCn2cccc2)c1` reads TRHR enhancer = 1; TrxR1 substrate = 11%; TrxR1 inh = ?; D2 agonist = -1.3; TRHR ag = -0.4; Pin1 inh = -1%; USP1-UAF1 inh = 7%; D2 antag = -7; mIDH1 inhibitor = 1%
`CCCc1ccc2oc(C(=O)NCCc3cnn(C)c3)c(C)c2c1` reads TRHR enhancer = -4; TrxR1 substrate = 2%; TrxR1 inh = 11%; D2 agonist = -1.5; TRHR ag = -0.3; Pin1 inh = -1%; USP1-UAF1 inh = -9%; D2 antag = 0; mIDH1 inhibitor = 0%

(continued)
#31 O=C(CN1C(=O)NC2(CCCCCCC2)C1=O)N1CCOCC1
#32 CCOc1ccc(NC(=O)Cn2c(=O)oc3cc(S(=O)(=O)N4CCCCCC4)ccc32)cc1
#33 C=CCNC(=O)COC(=O)c1ccccc1C(=O)N(C)C1CCCCC1
#34 CCC(CC)C(=O)Nc1cccc(C(=O)NC(C)(C)C)c1
#35 COc1ccc(N(CN2C(=O)C3CCCCC3C2=O)C(=O)c2ccco2)cc1 (stereo unspecified)
#36 NCCCC[C@H]1CNC(=S)N1CCCCC1CCCCC1
#37 CN(C1CCCCC1)S(=O)(=O)CCNC(=O)c1ccccc1
#38 O=C(NCCc1ccccc1)C1CCCN(C(=O)NC2CCCCC2)C1 (stereo unspecified)
#39 CCc1ccc(S(=O)(=O)Nc2cc3c(C(=O)OCc4ccccc4)c(C)oc3c3ccccc23)cc1
#40 O=C(Oc1ccccc1)c1cccc2cccc(C(=O)Oc3ccccc3)c12
#41 O=[N+]([O-])c1cnccc1Nc1cccc(F)c1
#42 O=C(Nc1ccncc1)c1ccccc1Cl
Assay by compound,31,32,33,34,35,36,37,38,39,40,41,42
TRHR enhancer,8,3,-1,7,1,-3,0,0,-5,3,0,-1
TrxR1 substrate,13%[57.1 µM],-4%[57.1 µM],-6%,1%[57.1 µM],2%[57.1 µM],7%,-1%,1%,-1%,-4%,-2%[57.1 µM],0%
TrxR1 inh,32%[activator][57.1 µM],15%[57.1 µM],-9%,26%[57.1 µM],-13%[57.1 µM],14%[57.1 µM],12%,-2%,6%,31%,0%[57.1 µM],21%
D2 agonist,-1.1,-0.1,1.1,0.1,-0.4,0.5,0.0,-0.8,·,-2.0,0.4,-0.5
TRHR ag,0.9,-0.4,-1.2,-0.1,-0.3,0.0,-0.4,0.0,-0.2,1.1,-0.2,0.2
Pin1 inh,-8%,-1%,-4%,-1%,0%,-12%,1%,7%,9%,19%,?,-10%
USP1-UAF1 inh,-4%,-21%,-2%,-14%,14%,-21%,-10%,-15%,?,-8%,-17%,6%
D2 antag,11,·,-13,-5,3,-1,-13,6,·,-16,-6,6
mIDH1 inhibitor,9%,-15%,-4%,2%,-6%,9%,2%,7%,0%,3%,-2%,7%

Compound activity (PubChem BioAssay)
